PvdQ inh = P. aeruginosa PvdQ acylase inhibition. purified PvdQ acylase, fluorescence plate reader. AID 488965. 0.063% of 340,000 active. inhibition, % at 10 µM; in the data active = inhibition above about 30%, passing the limit was not always enough;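 note: 0% = vehicle neutral wells and 100% = reference inhibitor wells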
Cardiac RTF inh = cardiac RTF calcium desensitization; inhibition, % at 7.15 µM; 0.12% of 340,000 active; IANBD-labeled cardiac RTF, Ca2+ fluorescence;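 active = inhibition above the mean inhibition of all tested compounds plus 3 SD, cut at about 17% in these data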;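 note: assay run at fixed EC70 calcium of 1.6 mM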
Arrestin-AP2 inh = human beta-arrestin and AP2 interaction inhibition. FITC-arrestin peptide / GST-AP2 beads, flow cytometry; AP2 beta2 appendage carries R879A mutation. 0.31% of 340,000 active. inhibition, % at 10 µM;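 active = inhibition above a set limit, near 3 SD of compounds lacking own fluorescence, cut at about 54% in these data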;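 note: plate controls were DMSO wells for no effect and 5 µM unlabelled arrestin peptide for full effect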
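System: GST-AP2 R879A glutathione beads. Medium: PBS with 0.05% Tween 20 and 0.1% BSA. Also added: FITC-arrestin peptide, 50 nM. Incubation: 12 min plus 1 h, RT. Measured by: high-throughput flow cytometry of beads, ex 488, em 535 nm. Evaluation: percent drop in bead-associated FITC signal.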
PKA-R2B act = PKA-R2B complex activation. P22694+P31323. PKA-R2B holoenzyme dissociation, Cy5-IP20 fluorescence polarization; R2B truncated from residue 108, S112A mutant; 0% DMSO only, 100% 113 µM cGMP. activation, % at 11.4 µM. 0.079% of 340,000 active;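 active = activation above a cutoff set at the mean over all compounds plus 3 SD, cut at about 18% in these data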;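 note: higher means more holoenzyme dissociation and a rise in polarization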
Keap1 Nrf2 FP = Keap1-Nrf2 (human) interaction inhibition | Q14145 | inhibition, % at 9.4 µM | Keap1 Kelch-Nrf2 peptide fluorescence polarization, 1536-well | 0.15% of 340,000 active; in the data active = inhibition above about 12%;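 note: human Keap1 Kelch domain with fluorescein labeled Nrf2 9mer peptide probe; 0% = neutral control wells and 100% = peptide positive control; higher means more block of Keap1 binding to Nrf2 peptide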
LANA DNA inh = KSHV C-LANA DNA binding inhibition; 0.078% of 340,000 active; AID 504423; inhibition, % at 9 µM; MBP-C-LANA/FAM-LBS DNA binding, fluorescence polarization;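 active = highest replicate inhibition at or above 60% at 9 µM, even if other replicates fall short; inactive = all replicates below 60% inhibition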;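 note: 0% = neutral control wells and 100% = 4 µM acridine orange control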
SR-BI DiI-HDL act = enhances SR-BI lipid uptake from DiI-HDL; activation, % at 12.5 µM; CHO ldlA[mSR-BI] cells, DiI-HDL uptake fluorescence, 3 h; 100 = double the neutral-control signal; 0.096% of 320,000 active;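 active = mean replicate activation of at least 60% and every replicate at or above 60%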;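 note: 0% = median plate neutral-control signal and 100% = twice that signal; values of inactives mirror those of a sister screen read the other way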
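Test system: SR-BI-overexpressing, LDLR-lacking CHO cells; Medium: Ham's F12 with 0.5% BSA, HEPES 25 mM, pH 7.4; Schedule: 3 h, 37 °C; Technique: bottom-read fluorescence, 550/595 nm.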
NSD2 inh = blocks human histone methyltransferase NSD2; 0.54% of 310,000 active; inhibition, % at 12.5 µM; AID 743445; NSD2 peptide methylation, AlphaScreen, 120 min; O96028; in the data active = inhibition above about 50%
DAGLB inh = diacylglycerol lipase beta (human) inhibition; inhibition, % at 5.17 µM; HEK293T DAGLB membrane lysate, EnzChek fluorogenic substrate; 0.059% of 340,000 active; Q8NCG7; in the data active = inhibition above about 34%;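 note: 0% = enzyme with vehicle and 100% = wells lacking enzyme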
Target sequence (Q8NCG7 whole entry, looked up): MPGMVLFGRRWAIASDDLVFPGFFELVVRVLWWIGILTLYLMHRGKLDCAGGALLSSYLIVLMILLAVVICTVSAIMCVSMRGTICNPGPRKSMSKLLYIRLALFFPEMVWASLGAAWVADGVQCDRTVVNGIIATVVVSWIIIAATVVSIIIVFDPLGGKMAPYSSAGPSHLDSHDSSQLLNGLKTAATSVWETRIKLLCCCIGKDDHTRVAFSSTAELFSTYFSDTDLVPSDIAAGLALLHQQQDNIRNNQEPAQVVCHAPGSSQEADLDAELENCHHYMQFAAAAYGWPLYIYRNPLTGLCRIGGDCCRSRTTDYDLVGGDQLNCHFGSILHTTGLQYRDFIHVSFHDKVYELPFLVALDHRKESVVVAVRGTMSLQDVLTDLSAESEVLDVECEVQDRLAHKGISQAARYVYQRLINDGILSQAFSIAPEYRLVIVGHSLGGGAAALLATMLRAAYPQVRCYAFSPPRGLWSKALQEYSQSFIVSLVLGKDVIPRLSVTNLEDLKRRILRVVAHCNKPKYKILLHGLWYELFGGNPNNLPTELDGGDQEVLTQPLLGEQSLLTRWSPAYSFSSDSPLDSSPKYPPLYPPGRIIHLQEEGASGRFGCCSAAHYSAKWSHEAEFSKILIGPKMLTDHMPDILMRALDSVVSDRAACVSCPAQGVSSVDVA
SR-BI DiI inh = mouse SR-BI HDL lipid transfer inhibition; AID 488896; ldlA[mSR-BI] CHO cells, DiI-HDL uptake fluorescence, 3 h; inhibition, % at 12.5 µM; Q61009; 0.96% of 320,000 active;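 active = mean replicate inhibition of at least 70% and a set share of replicates each scoring 70 or more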;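 note: 0% = median of neutral control wells and 100% = median of positive control wells; values of inactives mirror those of a sister screen read the other way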
* marks the source's active call; other numbers are inactive results; · = not tested or not shown.

SMILES	PvdQ inh	Cardiac RTF inh	Arrestin-AP2 inh	PKA-R2B act	Keap1 Nrf2 FP	LANA DNA inh	SR-BI DiI-HDL act	NSD2 inh	DAGLB inh	SR-BI DiI inh
COc1ccc(NC(=O)N/C=C/c2ccco2)cc1	5	-3	37	-4	-3	0.8	-16	10	-4	16
NC(=O)C1CCN(C(=O)c2ccc3c(=O)n(Cc4ccco4)c(SCc4ccc([N+](=O)[O-])cc4)nc3c2)CC1	4	-3	-6	10	-3	·	-20	-7	5	20
Oc1ccc(Br)cc1C=Nc1cccn2cc(-c3ccccc3)nc12	-7	0	-11	-5	-3	-0.2	12	0	5	-12
CN(CC(=O)Nc1ccc(OC(F)(F)F)cc1)C(=O)c1ccccc1SCC(=O)N1CCCC1	-8	-7	1	-3	1	0.4	-24	-5	3	24
CNc1nc(SC)nc(N(C)C#N)n1	-5	3	7	2	-5	-0.2	1	-2	2	-1
COC(=O)c1ccc(NC(=O)c2c(C(=O)Nc3ccccc3)sc3nc(C)cc(=O)n23)cc1	-15	6	-11	1	-7	0.3	9	-3	6	-9
COc1cc(N=CC2=C(O)c3ccccc3C2=O)cc(OC)c1	8	4	11	-18	-2	2.1	-26	2	-4	26
CCN(C(=O)COC(=O)C(Cc1ccccc1)N1C(=O)c2ccccc2C1=O)C1CCS(=O)(=O)C1 (stereo not drawn)	14	-4	-45	0	0	2.0	20	-1	-1	-20
CCOc1ccccc1C(=O)Nc1cc2c(cc1N1CCCC1)n(CC)c(=O)n2CC	9	-5	15	0	-2	0.9	-25	19	2	25
Cc1ccc(-c2cc(C(F)(F)F)n3ncc(C(=O)N4CCCCC4c4cccnc4)c3n2)cc1 (stereo not drawn)	-4	-1	-27	2	-3	7.4	-10	-4	1	10
Cc1ccc(C(=O)O)cc1N1C(=O)CCCC1=O	4	0	30	5	-1	-0.3	-7	-6	-1	7
COc1ccc(CCN2CC(C(=O)NCCc3ccccn3)CCC2=O)cc1 (stereo not drawn)	0	1	23	-11	-3	-1.0	19	-3	-3	-19
COc1cccc2[nH]c3c(N4CCCCC4)ncnc3c12	-9	-1	-4	-7	-5	-0.6	15	-1	2	-15
Cc1ccc(NC(=O)c2ccn(C(=O)Nc3ccccc3)n2)c(C)c1	-17	-4	8	-7	-1	0.2	-6	-2	-1	6
COc1cc(CC(=O)OCC(=O)NC2CC2)cc(OC)c1OC	-10	-6	16	0	-1	-1.1	14	-1	0	-14
CCOC(=O)C1(P(=O)(c2ccc(Cl)cc2)c2ccc(Cl)cc2)CCC1	-6	1	-10	-13	1	0.3	7	0	-3	-7
CCOC(=O)C1=C(N)N(c2ccc(C)cc2)C2=C(C(=O)CCC2)C1c1cccs1 (stereo not drawn)	-10	-11	4	-8	2	1.0	12	-1	1	-12
CCCn1c(-c2ccc[nH]c2=O)nc2ccccc21	-9	-7	-21	1	1	-1.1	7	-3	-2	-7
C#CCOCCOCCOCCNc1nc(N2CCN(C(=O)[C@H](CCCCN)n3cc(CC(C)O)nn3)CC2)nc(N2CCN(C(=O)[C@H](CCCCN)n3cc(CC(C)O)nn3)CC2)n1 (stereo partly drawn)	-19	-17	6	-4	-2	0.9	9	·	-2	-9
Cc1cccc(NC(=O)c2ccc(S(=O)(=O)N3CCCCC3C)cc2)n1 (stereo not drawn)	6	0	27	-10	-2	1.3	-36	-2	-4	36
CCCCN1C(=O)C(=O)NC[C@@H]1C(C)CC (stereo partly drawn)	-8	-10	-2	1	2	3.6	4	·	1	-4
COc1ccc(COC(=O)CCS(=O)(=O)c2ccc(C)cc2)cc1F	-12	1	7	3	1	0.0	14	-4	-6	-14
Cc1cc(C)cc(NC(=O)CNC(c2ccccc2)c2ccccc2)c1	-10	-5	16	-10	-2	0.1	11	4	-8	-11
COc1cc(CN2CCNC(=O)C2CC(=O)NCCC2=CCCCC2)cc(OC)c1 (stereo not drawn)	12	0	7	-1	-4	0.0	-5	0	-1	5
COc1ccc(N(CC(=O)Nc2nccs2)S(=O)(=O)c2c(C)nn(C)c2C)cc1	19	-2	-3	-6	-2	-1.2	13	·	0	-13
Cc1ccc(C(=O)c2nocc2C(=O)c2cccs2)cc1	8	-7	12	-4	4	-0.6	8	-5	2	-8
Cc1ccc2c(c1)cc(CN(Cc1ccc3c(c1)OCO3)S(=O)(=O)c1ccccc1)c1nnnn12	-18	-1	-7	-5	-2	-0.5	14	·	2	-14
O=C(CN(CCc1ccccc1)C(=O)CNS(=O)(=O)c1ccccc1)NCc1ccco1	-12	-5	3	2	-2	-0.1	12	-1	1	-12
Nc1c(-c2ccc(Cl)cc2)cnn1-c1ccccc1	-1	-14	-10	-7	4	0.4	-10	0	-5	10
CNC(=S)Nc1cc2oc3ccccc3c2cc1OC	-8	-6	-1	-6	3	2.7	-94	3	-1	94*
Cc1cc(C(=O)CN2C(=O)NC(Cc3c[nH]c4ccccc34)C2=O)c(C)n1C (stereo not drawn)	-13	-8	8	-7	-3	-0.9	-33	4	2	33
COc1ccc(OCC(=O)Nc2nc3cc4c(cc3s2)OCCO4)cc1	2	-3	5	-6	1	8.4	5	0	-3	-5
CCN(C(=O)COC(=O)CNS(=O)(=O)c1ccc(SC)c([N+](=O)[O-])c1)C1CCCCC1	12	0	28	-13	-1	-0.3	-9	8	-2	9
Cc1cccc(C(=O)N2N=C(c3ccc(NS(C)(=O)=O)cc3)CC2c2cccs2)c1 (stereo not drawn)	1	7	29	-4	0	-0.2	-41	-1	-2	41
Nc1nonc1C(=O)OCC(=O)N1CCOCC1	-16	-5	-1	-3	-5	1.4	32	-2	0	-32
CC1CCc2sc(C(=O)NNC(=S)NCC3CCCO3)cc2C1 (stereo not drawn)	-13	-7	10	8	2	1.6	-3	0	2	3
Cc1ccc(C(=O)NCCC(=O)N2CCOCC2)cc1	-15	1	-10	0	0	0.1	16	-1	0	-16
Cc1cc(=O)n(CC=C(Cl)Cl)c2ccccc12	-8	1	6	-5	-1	-1.3	14	-3	-3	-14
O=C(NC12CC3CC(CC(C3)C1)C2)N(Cc1ccccc1)Cc1ccncc1	-7	-5	-5	0	-3	0.6	11	2	-1	-11
O=C(CNCCc1ccc(Cl)cc1Cl)NCc1ccco1	-4	-1	-15	-2	3	-0.6	15	3	-2	-15
Cc1ccc(NC(=O)CNc2cc(S(=O)(=O)N3CCOCC3)ccc2N2CCOCC2)cc1S(=O)(=O)N(C)C	-8	7	-6	-11	-1	-0.2	6	-3	-1	-6
Cc1cc(-c2c(C(=O)N3CCOCC3)c(C)nn2-c2ccccc2)no1	3	9	17	-17	0	0.1	2	2	0	-2
COc1ccc(-c2cc(C(=O)Nc3ccc(C)cc3)no2)cc1	-16	0	4	-2	1	0.8	21	-5	0	-21
CC(=O)C1=C(C)Nc2ncnn2C1c1ccc(Br)cc1 (stereo not drawn)	4	-11	29	4	0	0.1	-1	-1	-2	1
CN(C)C(=O)c1cccn(Cc2cccc(C(F)(F)F)c2)c1=O	-11	-4	-1	-12	-4	-0.6	6	1	0	-6
Cc1ccc(/C=N/n2c(COc3ccccc3)n[nH]c2=S)s1	6	-3	3	-14	1	-0.1	26	4	4	-26
Cc1ccc2c(c1)cc(CN(Cc1ccco1)C(=O)COc1ccccc1)c1nnnn12	-7	-8	-4	-8	-3	0.6	-9	-4	-3	9
COC(=O)c1cc(C(=O)Nc2ccc(C)cn2)cc([N+](=O)[O-])c1	-8	-5	1	7	-6	0.5	-24	3	1	24
Cn1c(SCC(=O)NC(=O)CN2CCCC2=O)nnc1-c1ccc(F)cc1	-17	6	-6	9	-2	-0.7	10	-1	-1	-10

Source: PubChem (several laboratories)
